G9a block – blocks human histone lysine methyltransferase G9a; 350,000 tested, 8.8% active; G9a H3K9 monomethylation, AlphaScreen, 2 h; AID 504332; Potency, µM (top dose mostly 102 µM), for the others: at the highest dose activity, negative = inhibition, actives largely listed as inhibitors; further: potency means the concentration at half of the fitted maximal effect; on the % scale 0 is the no-effect control and ±100 the full control effect; nearly all actives have a fitted effect of over 75% in size
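Chemiluminescent proximity detection of H3K9 monomethylation, read after 10 min bead incubation in the dark. Reaction: 20 nM G9a, 500 nM biotin-H3K9 peptide, 20 uM SAM cofactor, 2 h, room temperature, following 15 min enzyme-compound preincubation.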
JMJD2A Tudor inh – inhibitors of human JMJD2A Tudor domain | O75164 | AlphaScreen JMJD2A-Tudor / H3K4me3 peptide binding | Potency, µM (highest dose often 114 µM), for the others: at the top dose activity change, negative = inhibition, hits mostly inhibitors | 390,000 tested, 4.4% active; further: potency means the concentration at half of the fitted maximal effect; on the % scale 0 is the no-effect control and ±100 the full control effect; nearly all actives have a fitted effect of over 50% in size
Target sequence (O75164 whole entry, looked up, the tested form may be a part): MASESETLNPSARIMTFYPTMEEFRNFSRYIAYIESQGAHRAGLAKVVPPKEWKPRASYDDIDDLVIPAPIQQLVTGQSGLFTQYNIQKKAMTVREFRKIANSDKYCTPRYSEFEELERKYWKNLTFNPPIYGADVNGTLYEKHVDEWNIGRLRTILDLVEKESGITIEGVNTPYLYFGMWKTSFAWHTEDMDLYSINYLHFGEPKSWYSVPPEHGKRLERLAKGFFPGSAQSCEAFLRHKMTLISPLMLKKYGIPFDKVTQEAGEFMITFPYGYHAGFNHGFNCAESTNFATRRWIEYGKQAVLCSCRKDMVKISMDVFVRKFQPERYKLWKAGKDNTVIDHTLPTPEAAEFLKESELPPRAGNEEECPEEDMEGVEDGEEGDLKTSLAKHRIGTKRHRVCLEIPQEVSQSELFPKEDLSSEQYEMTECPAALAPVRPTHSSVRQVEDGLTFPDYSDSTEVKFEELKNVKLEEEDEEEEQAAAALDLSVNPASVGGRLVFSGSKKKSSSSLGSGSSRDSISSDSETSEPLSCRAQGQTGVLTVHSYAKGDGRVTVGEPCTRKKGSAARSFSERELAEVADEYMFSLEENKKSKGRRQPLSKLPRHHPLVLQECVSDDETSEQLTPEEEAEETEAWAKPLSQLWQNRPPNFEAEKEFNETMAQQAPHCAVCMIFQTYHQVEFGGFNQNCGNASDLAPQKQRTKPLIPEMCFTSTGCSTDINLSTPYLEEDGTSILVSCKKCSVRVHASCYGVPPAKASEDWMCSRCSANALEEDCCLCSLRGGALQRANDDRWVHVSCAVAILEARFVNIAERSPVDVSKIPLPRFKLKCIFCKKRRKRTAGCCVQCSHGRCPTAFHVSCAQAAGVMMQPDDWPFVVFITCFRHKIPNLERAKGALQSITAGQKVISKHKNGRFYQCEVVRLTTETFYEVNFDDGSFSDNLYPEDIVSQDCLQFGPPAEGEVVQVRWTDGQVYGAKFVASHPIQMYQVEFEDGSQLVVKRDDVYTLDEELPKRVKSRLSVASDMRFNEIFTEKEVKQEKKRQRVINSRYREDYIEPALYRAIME
Pin1 inh – blocks the human prolyl isomerase Pin1; Q13526; Pin1 FP peptide displacement, HiFluor488, 10 min; Potency, µM (top dose mostly 115 µM), inactives show top-dose activity, negative = inhibition, usual class: inhibitors; 390,000 tested, 0.009% active; AID 504891; active means well fitted inhibition curve with a large enough effect in the polarisation, with a control signal flat, not every such curve was filed as active; inconclusive means small, poorly fitted or top-dose-only effect, or effect the other way, or a change in a side signal; inactive means no such curve, though single readings can be large or run the other way; the % refers to the polarisation; further: potency means the concentration at half of the fitted maximal effect; on the % scale 0 is the no-effect control and ±100 the full control effect
HP1b binding inh – inhibitors of HP1-beta chromodomain binding to methylated histone tails; 390,000 tested, 0.56% active; Potency, µM (highest dose often 114 µM), without a hit: top-dose activity change, negative = inhibition, most hits filed as inhibitors; AlphaScreen HP1-beta / biotin-H3K9me3 peptide binding; AID 540317; P83916; further: potency means the concentration at half of the fitted maximal effect; nearly all actives have a fitted effect of over 70% in size; inactives centre near 23
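Compound inhibition of the preformed complex between 50 nM HP1-beta and 50 nM biotinylated H3K9me3 peptide was read by AlphaScreen. Buffer was PBS pH 7.4 with 0.01% Tween-20. Incubations ran 30 min at room temperature, with 10 ug/mL donor/acceptor beads.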
BAZ2B block – blocks human BAZ2B. AlphaScreen BAZ2B-H3K14Ac peptide displacement. Q9UIF8. 360,000 tested, 4.4% active. Potency, µM (highest dose often 114 µM), inactives show at the highest dose activity change, negative = inhibition, actives largely listed as inhibitors. AID 504333; further: potency means the concentration at half of the fitted maximal effect; on the % scale 0 is the no-effect control and ±100 the full control effect; nearly all actives have a fitted effect of over 60% in size
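BAZ2B 50 nM plus b-H3(5-23)K14Ac 50 nM, PBS pH 7.4/0.01% Tween-20, 30 min RT; compound added (max 110 uM), 30 min RT; streptavidin donor/Ni-chelate acceptor beads 10 ug/mL final, 20 min dark; AlphaScreen read.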
PGK inhibitor – inhibitors of T. brucei phosphoglycerate kinase. P07378. 380,000 tested, 0.043% active. Potency, µM (highest dose often 57.5 µM), inactives show at the highest dose activity change, negative = inhibition, usual class: inhibitors. PGK/GAPDH coupled, Kinase-Glo luminescence, 60 min; further: potency means the concentration at half of the fitted maximal effect; on the % scale 0 is the no-effect control and ±100 the full control effect; nearly all actives have a fitted effect of over 60% in size
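Luminescent ATP detection (Kinase-Glo Plus) follows a 60-minute room-temperature incubation, with wells lacking PGK as controls. Buffer: 100 mM TEA (pH 7.6), 5 mM MgCl2, 0.01% Tween-20. Coupling enzyme GAPDH (100 nM final) supplies unstable 1,3-BPG in-well.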
GLS inh – blocks human kidney-isoform glutaminase activity; GLS enzymatic activity, qHTS titration; AID 624170; 410,000 tested, 0.21% active; Potency, µM (top dose mostly 45.5 µM), for inactives: at the top dose activity change, negative = inhibition, most hits filed as inhibitors; O94925; further: potency means the concentration at half of the fitted maximal effect; on the % scale 0 is the no-effect control and ±100 the full control effect
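hKGA; 45 mM KH2PO4 pH 8.2 + 0.02% Tween-20; cpd via pin tool; 1 mM Gln soln; GluOx/HRP/Amplex Red; RT 30 min; fluor. t0 & final.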
PI4K2A inh – blocks human PI4K2A kinase activity. Q9BTU6. purified PI4K2A, ADP-Glo luminescence, 1 h; stronger effect = lower value. activity change, negative = inhibition, % at 76.9 µM. 420,000 tested, 0.13% active; in the data active means activity change below about -50%; inconclusive means mostly about -30% to -49%;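 further: -100% = wells without enzyme as full effect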
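PI4K2A activity was measured by ADP-Glo luminescence: enzyme (4 ug/mL stock) and phosphatidylinositol (1.2 mM stock) in Tris pH 7.5/MgCl2/EGTA/Triton X-100 buffer were reacted with ATP (300 microM stock) for one hour at ambient temperature.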
ERG Ets-DNA blk – ERG Ets/DNA interaction inhibition | 370,000 tested, 0.028% active | P11308 | fluorescence polarization, His-ERG Ets domain / labelled DNA | Potency, µM (top dose mostly 76.9 µM), inactives show at the highest dose FP activity, negative = inhibition, actives largely listed as inhibitors | AID 624246; active means well fitted inhibition curve with a large enough effect in the polarisation, with a control signal flat; inconclusive means small, poorly fitted or top-dose-only effect, or effect the other way, or a change in a side signal; inactive means no such curve, though single readings can be large or run the other way; the % refers to the polarisation;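 further: polarization taken with two DNA probes labelled with fluorescein and Texas red; potency means the concentration at half of the fitted maximal effect; % of control where 0% means no effect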
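His-tagged ERG Ets domain (1 uM in the protein solution; 300mM KCl, 50mM Tris-HCl, 1mM EDTA, 1mM DTT, pH 7.5) received compound, then a probe mix of 5 nM fluorescein-DNA and 100nM Texas-615-DNA. Fluorescence polarization was read for both dyes.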
The depositor's hits bear a star; i = inactive; ? = inconclusive; · = no result given; [ ] = dose if it differs, or a comment. Unless noted, the call rests on the fitted dose curve; in most records, active means well fitted curve in the direction sought with a large enough effect; inconclusive means small, poorly fitted or top-dose-only effect, or another doubt; inactive means no such curve, though single readings can be large; an effect the other way counts as inactive or inconclusive.

SMILES	G9a block	JMJD2A Tudor inh	Pin1 inh	HP1b binding inh	BAZ2B block	PGK inhibitor	GLS inh	PI4K2A inh	ERG Ets-DNA blk
CC1(C)CC(=O)/C(=C(\O)CCCN2C(=O)c3ccccc3C2=O)C(=NCCO)C1	-19.4%	?	3.5%	5.1%	-9.2%	i	-20.3%	2.0	-7.1%
CC1(C)CCC(=O)N(c2ccc(OC(F)(F)F)cc2)C1=O	9.8%	-17.8%	-5.3%	37.4%[activator]	-1.6%	-3.5%	-6.1%	5.3	2.5%
N#C/C(=C\c1cccc(O)c1)c1nc2ccccc2o1	-26.2%	-22.5%	2.9%	2.8%	-24.7%	-4.5%	-9.9%	-0.9	15.1%
Cc1ccc(S(=O)(=O)Nc2ccc3c(c2)nc(C)n3C)cc1	27.6%	-5.6%	-1.0%	44.6%[activator]	-2.2%	-5.7%	2.3%	0.5	-2.4%
COC(=O)c1cccc(C23CC4(C2)[C@H](CN(Cc2cccnc2)[C@@H]4c2ccccc2)C3c2ccc(C(F)(F)F)cc2)c1 (stereo partly specified)	7.7%[12.7 µM]	-31.0%	23.8%	15.0%	-10.3%	0.9%	1.9%	2.1	-3.1%
C=C(C)Cc1c(C)c(C#N)c2nc3ccccc3n2c1NCCCN(C)C	·	-7.9%	-1.9%	21.8%	7.5%	3.7%	-6.1%	-0.6	2.5%
Cc1ccc(CCNC(=O)c2cn(C)c3ccc(S(=O)(=O)N4CCC(C)CC4)cc3c2=O)cc1	-8.3%[59 µM]	-19.3%	2.5%	0.6%	·	i	-1.8%	-3.6	8.4%
COc1ccc(-n2c(SCC#N)nnc2-c2cccnc2)cc1	5.4%[2.33 µM]	-7.1%	-5.3%	36.1%[activator]	4.9%	-1.8%	-1.5%	3.4	6.7%
CCOC(=O)c1ccc(NC(=O)CSc2nnc(C3CC3)n2CC)cc1	19.1%[59 µM]	7.2%	5.9%	41.0%	3.8%	-9.8%	-13.7%	1.5	-1.3%
NC(=O)COc1ccc(NC(=O)c2ccccc2-c2ccccc2)cc1	3.7%	-12.4%	0.6%	47.2%[activator]	-2.0%	-3.9%	1.1%	-6.7	-3.5%
Cc1ccc(C)c(S(=O)(=O)N2CCN(C(=O)Nc3ccccc3)CC2)c1	·	-24.0%	4.7%	15.3%	-5.0%	-9.8%	-5.8%	1.8	1.0%
COC(=O)c1sc(N2C(=O)C(O)=C(C(=O)c3ccc(C)o3)C2c2ccco2)nc1C (stereo unspecified)	·	-26.4%	13.9%	6.5%	-4.8%	-5.8%	0.0%	5.7	11.2%
Cc1ccc(S(=O)(=O)N2CCOCC2)cc1C(=O)Nc1ccccc1N1CCOCC1	0.8%[12.7 µM]	3.8%	7.4%	45.5%[activator]	-10.7%	-2.8%	-1.8%	-0.8	-5.8%
Cc1ccc(C2N3CC4(C)CN2CC(c2ccccc2)(C3)C4=O)cc1 (stereo unspecified)	-3.1%[59 µM]	-19.2%	3.0%	31.7%	-26.7%	-8.4%	-7.7%	3.2	0.1%
CN1C(=O)N(C)c2ccc(Br)c3cccc1c23	21.9%	44.7µM*	4.3%	29.1%	6.9%	·	12.6%	0.1	-3.1%
O=C(OCC(=O)N1N=C(c2ccc(Cl)cc2)CC1c1ccco1)c1ccco1 (stereo unspecified)	?	-28.5%	21.0%	11.5%	-28.1%	-7.2%	-19.2%	-1.2	1.5%
Cc1ccc(NC(=O)C2(c3ccccc3)CCCC2)nc1	·	3.1%	-0.8%	55.1%	·	-3.4%	11.4%	1.4	-0.1%
CN(C)c1ccc(/C=N/N=C2/NC(=O)/C(=C/c3ccc([N+](=O)[O-])cc3)S2)cc1	·	-17.3%[57.1 µM]	16.7%	6.9%	-8.0%	-2.3%	3.7%	4.3	2.5%
O=C(NCCC(=O)N(Cc1ccco1)Cc1cccs1)c1ccc([N+](=O)[O-])cc1	?	-19.3%	1.0%	5.9%	?	-0.6%	1.0%	-4.4	5.0%
O=c1cc(CSc2nnc(-c3ccccc3)o2)c2ccccc2[nH]1	-6.7%[59 µM]	-21.1%	1.1%	43.8%[activator]	1.0%	-4.7%	0.1%	3.7	-15.0%
O=C(COC(=O)c1ccc(O)cc1O)NC(=O)c1ccccc1	·	6.5%	2.6%	67.1%[activator]	·	-8.8%	6.9%	3.2	12.5%
CCn1c2ccccc2c2cc(NC(=O)c3ccc([N+](=O)[O-])cc3)ccc21	?	-20.5%	7.2%	7.4%	7.1%	0.6%	1.3%	-3.8	0.2%
CC1CCCCN1C(=O)CSc1n[nH]c(-c2ccccc2Cl)n1 (stereo unspecified)	-4.5%[59 µM]	-8.8%	-0.3%	24.5%[57 µM]	4.7%	-2.0%	-2.8%	3.0	1.5%
COc1ccc(NC(=O)CSc2nnc(-c3cccnc3)o2)c(OC)c1	20.5%[0.501 µM]	-10.3%	-2.9%	-21.5%	2.5%	8.1%	3.9%	-0.7	-0.2%
CC(C)N1CCN(C(=O)c2cccc(Cl)c2)CC1	25.1µM*	14.1µM*	-6.8%	?	?	1.0%	11.9%	-6.1	-6.0%

Marked active in G9a block, of those listed so far:
SMILES	G9a block	JMJD2A Tudor inh	Pin1 inh	HP1b binding inh	BAZ2B block	PGK inhibitor	GLS inh	PI4K2A inh	ERG Ets-DNA blk
CC(C)N1CCN(C(=O)c2cccc(Cl)c2)CC1	25.1µM*	14.1µM*	-6.8%	?	?	1.0%	11.9%	-6.1	-6.0%

(cont.)
SMILES	G9a block	JMJD2A Tudor inh	Pin1 inh	HP1b binding inh	BAZ2B block	PGK inhibitor	GLS inh	PI4K2A inh	ERG Ets-DNA blk
Cc1onc(-c2ccccc2Cl)c1C(=O)N/N=C(\N)COc1ccc(Cl)cc1	28.9%[12.7 µM]	-20.1%	-3.1%	32.2%	4.4%	i	6.6%	-3.2	-2.5%
CC1=C(C(=O)OCc2ccccc2)C(c2ccccc2Cl)NC(=O)N1CCCC(=O)O (stereo unspecified)	-11.0%	-1.4%	0.1%	31.2%	-33.5%	0.0%	3.0%	-2.0	9.3%
COc1ccc(NC(=O)CCNS(=O)(=O)c2ccc3c(c2)c(=O)n(C)c(=O)n3C)cc1	·	-3.3%	0.4%	39.4%[activator]	17.3%	-3.4%	-10.3%	1.0	-1.1%
Cc1ccc(C(=O)NNC(=O)c2ccc3ccccc3c2)cc1	·	-5.5%	2.6%	31.8%	·	1.5%	0.2%	-0.3	-4.6%
CCCOc1ccc(C(=O)NNC(=S)NC(=O)c2ccccc2[N+](=O)[O-])cc1	42.9%[0.501 µM]	-28.6%	-0.7%	7.2%	-8.1%	1.8%	-18.5%	-5.6	-3.9%
CC(C)CN1C(=O)C(=O)N(CC(=O)N(C)CC(=O)Nc2ccc(F)cc2)C1=O	?	-6.8%	-3.7%	14.5%	5.4%	-5.7%	6.4%	3.1	-27.3%
C[C@@H]1[C@H]2CCCC[C@H]2CN(C(=O)OC(C)(C)C)[C@@H]1CC(=O)c1ccccc1	·	2.7%	5.3%	34.0%	·	i	-1.2%	-2.0	1.8%
O=C(Cc1c[nH]c2ccccc12)Nc1ccccc1N1CCOCC1	-30.6%	-20.1%	1.0%	25.4%	-22.0%	-2.3%	8.6%	1.8	10.1%
COc1cc(CNCc2ccc(C(=O)O)cc2)ccc1OCc1ccc(F)cc1	-5.0%	-19.9%	1.9%	19.7%	4.3%	-1.0%	12.5%	-2.1	-3.3%
COCCn1c(SCC(=O)Nc2ccccc2C)nc2c(oc3ccccc32)c1=O	26.6%[59 µM]	-8.9%[57.1 µM]	1.1%	22.6%	-2.9%	-5.9%	8.0%	-1.9	?
COc1cccc(N2CC(C(=O)Nc3ccc(C(=O)OC(C)C)cc3)CC2=O)c1 (stereo unspecified)	6.6%[12.7 µM]	-9.4%	?	7.7%	-20.7%	-0.9%	3.4%	-14.1	-6.7%
Cn1cc(S(=O)(=O)N2CCCCCC2)cc1C(=O)NCc1ccc(F)cc1	16.6%[59 µM]	-18.8%	0.6%	12.2%[57 µM]	-8.0%	1.1%	24.1%	-1.2	-2.2%
CCOC(=O)Nc1cc(C(=O)OC)cc(C(=O)OC)c1	-0.8%	-6.1%[11.4 µM]	1.6%	38.9%	1.5%	-1.0%	-12.1%	-12.6	4.5%
O=C(O)c1ccc(NC(=O)c2cn(-c3ccccc3)nc2-c2ccc(Cl)cc2)cc1	-1.1%	?	·	7.6%	-18.5%	-8.6%	-19.3%	-4.0	-0.1%
CCNCCC(CCC(C)C)c1ccc2c(c1)OCO2 (stereo unspecified)	1.58µM*	?	-11.9%	-6.5%	79.4µM*	-3.6%	0.9%	-10.6	9.9%
CSCCC(NS(=O)(=O)c1cccc(C(F)(F)F)c1)C(=O)N(C)CCOc1ccc(Cl)cc1 (stereo unspecified)	7.1%[59 µM]	-23.0%	24.1%	4.2%	6.4%	-5.3%	3.3%	-2.4	-3.9%
COCCCn1c(=O)c2sccc2n2c(CCCC(=O)Nc3ccc(F)c(F)c3)nnc12	-3.4%[59 µM]	-13.3%	1.3%	30.3%	-6.2%	0.1%	10.0%	-7.6	-5.3%
CCOc1cc(NC(=O)c2ccccn2)c(OCC)cc1NC(=O)c1ccc(C)cc1	21.3%[12.7 µM]	-3.7%	4.4%	27.9%	-18.2%	-8.9%	-1.1%	-2.3	-0.5%
Cc1cccc(CSc2nnc(-c3cccs3)n2Cc2ccco2)c1	2.1%[12.7 µM]	?	-3.2%	11.0%	-27.9%	-3.1%	4.0%	1.2	-6.1%

Screening data (PubChem BioAssay)
